# KCNK9 block = blocks the human KCNK9 two-pore domain potassium channel; actives 1.2% (n = 310,000); B-score at 10 µM; HEK293 KCNK9, FluxOR thallium flux fluorescence; hits give low values; AID 488922; Q9NPC2;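 active = ratio B-score over 3 SD below the library mean, with starting fluorescence within 5 SD of its mean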;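 note: negative B-score means less thallium flux so channel inhibition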
# HDAC3 inh = inhibitors of human histone deacetylase 3; O15379; recombinant HDAC3, fluorogenic peptide/trypsin coupled, fluorescence; inhibition, % at 8.3 µM; actives 0.15% (n = 320,000); AID 2718; in the data active = inhibition above about 26%, passing the limit was not always enough; inconclusive = no clear call, values can overlap the other calls
# hERG protect = hERG (human) protection from proarrhythmic block; Q12809; activation (rescue from dofetilide block), less the hit threshold, % at 10 µM; actives 0.51% (n = 310,000); CHO-hERG, FluxOR thallium flux, dofetilide IC70 present;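 active = activation above the mean of controls blocked by dofetilide plus 5 SD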;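 note: thallium influx through hERG after potassium depolarization seen as dye fluorescence rise; in these data hits start at about 4.7%; inactives centre near -7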
# KCNQ1 block = blocks the human KCNQ1 potassium channel; P51787; CHO-K1 KCNQ1, FluxOR thallium flux fluorescence; hits give high values; B-score at 10 µM; actives 1.3% (n = 310,000); AID 2642;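 active = compounds whose thallium flux B-score, printed positive for inhibition, exceeds three library SD while starting fluorescence stays within three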;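 note: channel opened by potassium depolarization with thallium stimulus after 20 min compound exposure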
# Target sequence (P51787 whole entry, looked up): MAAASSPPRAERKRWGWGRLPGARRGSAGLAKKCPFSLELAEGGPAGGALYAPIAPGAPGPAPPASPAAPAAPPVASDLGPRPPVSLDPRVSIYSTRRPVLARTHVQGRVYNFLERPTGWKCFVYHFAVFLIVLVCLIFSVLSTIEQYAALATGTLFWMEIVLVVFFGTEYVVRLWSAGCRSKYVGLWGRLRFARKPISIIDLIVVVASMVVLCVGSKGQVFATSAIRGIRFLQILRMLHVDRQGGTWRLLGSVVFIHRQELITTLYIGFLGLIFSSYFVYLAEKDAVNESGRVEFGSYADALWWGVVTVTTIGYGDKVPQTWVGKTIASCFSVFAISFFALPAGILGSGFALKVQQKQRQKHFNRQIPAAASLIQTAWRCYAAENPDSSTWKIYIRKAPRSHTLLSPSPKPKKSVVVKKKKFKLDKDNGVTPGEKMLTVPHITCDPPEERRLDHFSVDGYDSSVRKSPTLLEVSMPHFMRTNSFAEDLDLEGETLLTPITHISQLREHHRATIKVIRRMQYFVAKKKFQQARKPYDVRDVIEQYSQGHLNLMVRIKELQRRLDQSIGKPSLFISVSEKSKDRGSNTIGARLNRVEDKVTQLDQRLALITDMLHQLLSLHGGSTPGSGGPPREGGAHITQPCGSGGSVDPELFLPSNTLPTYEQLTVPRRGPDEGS
# KCNQ1 act = potentiators or activators of human KCNQ1 potassium channel. B-score at 10 µM. CHO-K1 KCNQ1, thallium flux FluxOR fluorescence; hits give high values. P51787. AID 2648. actives 0.35% (n = 310,000);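 active = fluorescence ratio B-score, a plate-corrected score, at least three library SD, with initial intensity B-score within 5 SD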
#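 System: Stable KCNQ1 CHO-K1 line | Incubation: 90 min dye loading and 20 min compound exposure, both at room temperature | Measure: Ratio B score | Medium: Assay buffer for compound exposure, DMSO matched across wells | Compound dosing: Single-concentration screen | Probe or stimulus: K+/Tl+ depolarizing stimulus | Measured by: Kinetic FluxOR fluorescence, 10 s baseline plus 110 s post-stimulus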
# PolyA inh = yeast polyadenylation inhibition | S. cerevisiae SKY197-pL101 polyadenylation reporter, beta-gal luminescence; efflux-impaired pdr1/pdr3 knockout yeast; score 100 = 6 SD above DMSO | calls only at 12 µM | actives 0.02% (n = 300,000);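 active = lowest replicate activity score at least 50, where 100 means six control SD above control mean; inconclusive = lowest score under 50 but half or more replicates reach 50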;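 note: yeast exposed to compound for 9 h at 30 °C; higher score means more reporter readthrough which indicates perturbed polyadenylation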
# RGS4 act = RGS4 potentiation or activation | HEK293 M3R/inducible RGS4, carbachol calcium flux Fluo4; hits give low values | B-score at 10 µM | actives 0.92% (n = 310,000) | AID 463111;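 active = B-score of the integrated calcium signal more than 4 SD below the library mean, with starting fluorescence not abnormally high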;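 note: negative B-score means reduced calcium response which marks RGS4 activation or potentiation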
#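 Test system: HEK293 cells with stable M3R and inducible RGS4; also added: carbachol at ECmax as muscarinic agonist stimulus; schedule: dye loading 30 min 37 °C, buffer rest 30 min RT; technique: kinetic calcium fluorescence imaging with Fluo4-AM dye, 2 µM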
# Dyrk1A ADPGlo = blocks rat Dyrk1A kinase activity | Q63470 | actives 0.43% (n = 310,000) | inhibition, % at 12.5 µM | ADP-Glo luminescence, NFATc1 peptide | AID 504441; in the data active = inhibition above about 50%;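 note: plate controls were vehicle with enzyme for no effect and no enzyme for full effect; many of its hits are not listed in these tables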
# GSK3 alpha inh = human GSK-3 alpha kinase inhibition. P49840. ADP-Glo luminescence, 60 min. inhibition, % at 10 µM. actives 0.1% (n = 320,000);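 in the data active = inhibition above about 50%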;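 note: GST-tagged GSK-3 alpha with peptide substrate and 25 µM ATP; 0% = DMSO neutral wells and 100% = GW8510 positive control wells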
# GSK3beta inhib = inhibitors of human GSK3beta kinase; P49841; GST-GSK3beta kinase, ADP-Glo luminescence, 60 min; hits give low values; activity score (negative = inhibition), % at 10 µM; actives 0.038% (n = 300,000);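 active = more than half of replicate wells score below -50%, meaning over 50% inhibition versus plate controls; inconclusive = some replicates but at most half score below -50%; inactive = no replicate scores below -50%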;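 note: 0% = median DMSO wells and -100% = median GW8510 positive control wells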
# Target sequence (P49841 whole entry, looked up): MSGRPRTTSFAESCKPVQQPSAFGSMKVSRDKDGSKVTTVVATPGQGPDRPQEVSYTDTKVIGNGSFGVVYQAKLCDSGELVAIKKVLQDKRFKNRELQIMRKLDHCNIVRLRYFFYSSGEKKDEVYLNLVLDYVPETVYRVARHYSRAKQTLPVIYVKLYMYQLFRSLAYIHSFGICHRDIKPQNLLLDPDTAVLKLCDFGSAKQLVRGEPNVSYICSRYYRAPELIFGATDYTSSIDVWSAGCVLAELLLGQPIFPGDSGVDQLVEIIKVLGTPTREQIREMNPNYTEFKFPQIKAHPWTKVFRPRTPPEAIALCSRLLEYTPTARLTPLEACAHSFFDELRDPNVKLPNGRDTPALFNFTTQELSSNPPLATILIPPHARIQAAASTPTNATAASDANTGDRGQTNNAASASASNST
#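 Test system – GST-tagged human GSK3beta kinase, cell-free · Incubation – 60 min enzyme reaction, room temperature · Signal – ADP-Glo luminescence · Also added – peptide substrate and ATP at 25 µM · Controls – DMSO neutral wells and GW8510 at 20 µM as positive · Buffer or medium – Tris/MgCl2 kinase buffer · Measure – Luminescence-derived activity versus plate DMSO and GW8510 wells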
# KCNK3 inh = human KCNK3 channel inhibition, primary screen. B-score at 10 µM. CHO-KCNK3 thallium flux, FluxOR fluorescence; hits give low values. AID 602410. actives 0.84% (n = 340,000);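 active = B-score under library mean minus 4 SD, starting fluorescence ratio at most library mean plus 5 SD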;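 note: more negative B-score means stronger inhibition of thallium flux through KCNK3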
# * hit, by the source's call; i = inactive; u = inconclusive; x = not tested or not shown. Some of the compounds tested; rates above refer to the full screens.
SMILES,KCNK9 block,HDAC3 inh,hERG protect,KCNQ1 block,KCNQ1 act,PolyA inh,RGS4 act,Dyrk1A ADPGlo,GSK3 alpha inh,GSK3beta inhib,KCNK3 inh
Cc1cc(C)c2oc(C(=O)N(Cc3cccs3)C3CCS(=O)(=O)C3)cc(=O)c2c1 (centres undefined),i,-2,-6,i,i,i,i,2,-2,2,i
CSc1cc(C)n(-c2ccc(Cl)cc2)c(=S)c1C(C)=O,i,0,-4,i,i,i,i,-1,-1,-6,i
CC(NC(=O)C1CCN(S(=O)(=O)c2ccc3c(c2)NC(=O)CO3)CC1)c1ccccc1 (centres undefined),i,3,-6,i,i,i,i,0,0,-24,i
CCOC(=O)C1CCCN(C(=O)c2cc(=O)c3ccccc3o2)C1 (centres undefined),i,8,-13,i,i,i,i,3,2,4,i
CCN(CC)c1ccc(NC(=O)c2cccc(OC)c2)c(C)c1,i,-3,-10,i,i,i,i,3,-3,2,i
Cn1c(NC(=O)c2ccccc2)cc(=O)n(C)c1=O,i,x,-9,i,i,i,i,5,x,5,i
COCCn1c(=N)c(C(=O)NCCc2ccc(OC)cc2)cc2c(=O)n3cccc(C)c3nc21,i,3,-19,i,i,i,i,1,-2,0,i
CC(=O)Nc1ccc(C(=O)N/N=C/c2ccccc2OCc2ccccc2)cc1,i,-2,-7,i,i,i,i,0,2,1,i
COc1ccc(NC(=O)Cn2nnc(C(=O)NCc3ccco3)c2N)c(OC)c1,i,-2,-13,i,i,i,i,-5,0,2,i
Cc1ccc(N2C(=O)c3cccc4c([N+](=O)[O-])ccc(c34)C2=O)c2cccnc12,i,-1,-7,i,i,i,i,5,-1,2,i
CC(=O)c1cccc(NC(=O)C2=CC(c3ccc4c(c3)OCO4)=NS(=O)(=O)N2C)c1,i,7,-1,i,i,i,i,17,1,-1,i
COc1cccc(CNS(=O)(=O)/C=C/c2ccc(OC)c(OC)c2)c1,i,0,-6,i,i,i,i,-6,-2,3,i
O=C(N/N=C/c1ccccn1)c1sc2ccccc2c1Cl,i,11,4,i,17*,i,i,64*,21,-18,i
Cn1cc(S(=O)(=O)N2CCCC2)cc1C(=O)NCc1ccc(Cl)cc1,i,-2,-13,i,i,i,i,0,-1,3,i
CCOC(=O)C1CCN(c2nc3ccccc3nc2C(C#N)C(=O)OCCOC)CC1 (centres undefined),i,-4,-10,i,i,i,i,1,-3,-8,i
S=C(Nc1ccc(Cl)cc1)N1CCOCC1,i,1,-5,i,i,i,i,-5,-1,1,i
CSc1ccc(/C=N/N2CCN(Cc3ccc(Cl)cc3)CC2)cc1,i,1,-9,i,i,i,i,-1,-1,4,i
CC(Oc1cccc(Cl)c1)C(=O)NC1CC(C)(C)NC(C)(C)C1 (centres undefined),i,-3,-6,i,i,i,i,0,-2,3,i
CCCc1nc2ccc(NC(=O)NCCC(=O)OCC)cc2c(=O)n1Cc1ccc(Cl)cc1,i,2,-5,i,i,i,i,6,-3,2,i
COC(=O)c1ccc(COc2ccccc2/C=C/C(=O)c2ccc(OCC(=O)O)cc2)cc1,i,6,-10,i,i,i,i,-2,-2,-8,i
COc1ccc(C(=O)Cn2c(=N)n(C)c3ccccc32)cc1,i,1,-1,i,i,i,i,-6,-2,0,i
Cc1ccc(C)c(NC(=O)CC2Oc3ccccc3NC2=O)c1 (centres undefined),i,0,-9,i,i,i,i,0,-3,-1,i
O=c1oc2c(-c3cccc(F)c3)cc(O)cc2s1,i,7,-12,11*,i,i,i,65*,2,-2,i
CCOC(=O)C(NC(C)=O)(Nc1cccc(F)c1)C(F)(F)F (centres undefined),i,5,-6,i,i,i,i,x,-1,0,i
CCOc1cc(C)nc(N2CCCC(C(=O)NCc3ccccc3F)C2)n1 (centres undefined),i,-6,-6,i,i,i,i,18,-3,3,i
Clc1ccc(SCCOCCN2CCc3ccccc3C2)cc1,i,5,-9,i,i,i,i,2,-3,0,i
CCOC(=O)CCCCNCc1ccccc1,i,5,1,i,i,i,i,-6,2,2,i
CCOCCCn1cc(C(=O)c2cc(Br)ccc2O)cc(C#N)c1=O,i,3,-6,i,i,i,i,-4,2,-5,i
CCN(c1ccc(NC(=O)CN2C(=O)NC3(CCOc4ccccc43)C2=O)cc1)C(C)C (centres undefined),i,1,-10,i,i,i,i,-1,-4,2,i
Cn1cccc1Cc1nnc(SCC(=O)NCc2ccc3c(c2)OCO3)n1CCc1ccccc1,i,-1,-13,i,i,i,i,-2,-3,1,i
CC(C)(C)c1ncc(S(=O)(=O)c2ccc(C(F)(F)F)cn2)c(N)n1,i,3,-7,i,i,i,i,-3,-5,0,i
N#Cc1ccc(-c2cccnc2)nc1SCc1ccc(Cl)cc1Cl,-13*,0,-4,i,i,i,i,2,-1,1,i
CC1(C(=O)Nc2ccccc2)Cc2ccccc2C(=O)O1 (centres undefined),i,2,-1,i,i,i,i,-6,-1,3,i
CC(C)(C)n1cnc2cc(NC(=O)c3ccco3)ccc21,i,3,-8,i,i,i,i,2,0,-1,i
COc1ccc(CCN2C(=O)CSC2c2cccc([N+](=O)[O-])c2)cc1OC (centres undefined),i,-8,-10,i,i,i,i,14,0,0,i
Nc1c(S(=O)(=O)c2ccccc2)csc1C(=O)O,i,2,-6,i,i,x,i,-1,-2,-2,i
CN1CCN(c2sc(S(C)(=O)=O)nc2S(=O)(=O)c2ccc(Cl)cc2)CC1,i,6,-9,i,i,i,i,2,0,2,i
CCn1c(O)c(C=Nc2ccccc2)sc1=S,i,u,-4,i,i,i,i,x,-2,-1,x
CN(Cc1ccccc1)Cc1c(O)ccc2ccccc12,i,u,-7,i,i,i,i,7,-4,0,i
O=C(O)CCN(CCC(=O)O)c1ccccc1,i,3,0,i,i,i,i,-6,3,1,i
COc1ccccc1CNC(=O)[C@@H]1CCCN1S(=O)(=O)c1ccc(Cl)cc1,i,5,-10,i,i,i,i,0,-3,x,i
Cc1ccc(C2C(C#N)=C(N)Oc3cc(N)ccc32)cc1 (centres undefined),i,2,-5,i,i,i,i,1,-2,1,i
CS(=O)(=O)N1CCN(C(=O)Cc2ccc(Br)cc2)CC1,i,-2,-4,i,i,i,i,-2,-2,-4,i
O=C(NCc1ccc(F)cc1)C1CCCN(c2cnccn2)C1 (centres undefined),i,-2,-3,i,i,i,i,-7,0,-2,i
Cc1ccc(C(=O)N2CCN(S(C)(=O)=O)C2)cc1,i,0,-7,i,i,i,i,-1,-1,2,i
COc1cccc(CNC(=O)CCNC(=O)N2CCn3c2nc2ccccc23)c1,i,11,-10,i,i,i,i,2,-1,1,i
COCCCn1c(-c2ccc(Cl)cc2)n[nH]c1=S,i,5,-4,i,i,i,i,5,2,0,i
C=CCn1c(-c2ccc(Cl)cc2)c[nH]c1=S,i,-2,-9,i,i,i,i,3,-3,0,i
O=C(CNS(=O)(=O)c1ccc(Br)cc1)N1CCN(c2ccc(F)cc2)CC1,x,4,x,x,x,i,x,-3,3,-3,i
CN(C(=O)COC(=O)/C=C/c1ccc(Cl)c(Cl)c1)c1c(N)n(Cc2ccccc2)c(=O)[nH]c1=O,i,-5,-16,i,i,i,i,-3,1,1,i

# An excerpt of these results, with tabs.
Molecule	KCNK9 block	HDAC3 inh	hERG protect	KCNQ1 block	KCNQ1 act	PolyA inh	RGS4 act	Dyrk1A ADPGlo	GSK3 alpha inh	GSK3beta inhib	KCNK3 inh
COc1ccccc1CNC(=O)[C@@H]1CCCN1S(=O)(=O)c1ccc(Cl)cc1	i	5	-10	i	i	i	i	0	-3	x	i
Cc1ccc(C2C(C#N)=C(N)Oc3cc(N)ccc32)cc1 (centres undefined)	i	2	-5	i	i	i	i	1	-2	1	i
CS(=O)(=O)N1CCN(C(=O)Cc2ccc(Br)cc2)CC1	i	-2	-4	i	i	i	i	-2	-2	-4	i

# In the list so far, two contain a nitro group on carbon.
SMILES,KCNK9 block,HDAC3 inh,hERG protect,KCNQ1 block,KCNQ1 act,PolyA inh,RGS4 act,Dyrk1A ADPGlo,GSK3 alpha inh,GSK3beta inhib,KCNK3 inh
Cc1ccc(N2C(=O)c3cccc4c([N+](=O)[O-])ccc(c34)C2=O)c2cccnc12,i,-1,-7,i,i,i,i,5,-1,2,i
COc1ccc(CCN2C(=O)CSC2c2cccc([N+](=O)[O-])c2)cc1OC (centres undefined),i,-8,-10,i,i,i,i,14,0,0,i

# The listing continues.
SMILES,KCNK9 block,HDAC3 inh,hERG protect,KCNQ1 block,KCNQ1 act,PolyA inh,RGS4 act,Dyrk1A ADPGlo,GSK3 alpha inh,GSK3beta inhib,KCNK3 inh
Nc1nc(NCc2ccco2)nn1-c1ccccc1,i,3,0,i,i,i,i,-4,-1,2,i
Cc1ccc(C)c(S(=O)(=O)N2CCN(C(=O)c3ccccc3Cc3ccccc3)CC2)c1,i,-4,-13,i,i,i,i,12,-1,-1,i
CSc1ncccc1C(=O)OCC(=O)Nc1ccc2c(c1)OCO2,i,8,-17,i,i,i,i,3,-4,3,i
COc1cccc(OCCNc2cc(N3CCOCC3)ccc2[N+](=O)[O-])c1,i,1,-5,i,i,i,i,-5,-2,-1,i
O=C1OC(N2C(=O)CC[C@H]2C(=O)NCC2CCCO2)c2ccccc21 (some centres undefined),i,6,-5,i,i,i,i,10,-1,-2,i
Cc1ccc(C)c(C(=O)COC(=O)c2cc(Cl)nc3ccccc23)c1,-9.4*,0,-10,i,i,i,i,1,x,4,i
N#C/C(=C1\CCCN1)c1nc2ccccc2c(=O)[nH]1,i,-1,-8,i,i,i,i,6,-1,-1,i
COCCn1c(=NC(=O)c2ccc3c(c2)OCO3)c(C#N)cc2c(=O)n3cccc(C)c3nc21,i,x,-7,i,i,i,i,x,x,-4,x
CC1CC(C)CN(S(=O)(=O)CCNC(=O)c2ccccc2)C1 (centres undefined),i,3,-6,i,i,i,i,x,-1,12,i
COc1ccc(N2CC(C(=O)Nc3cccc(OC(C)C)c3)CC2=O)cc1 (centres undefined),i,8,-7,i,i,i,i,2,-1,-3,i
